# From PubChem
# Kir21 inh: inhibitors of mouse Kir2.1 inward-rectifier potassium channel. HEK293-Kir2.1, FluxOR thallium flux fluorescence; stronger effect = lower value. 310,000 tested, 0.85% active. B-score at 10 µM. P35561;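 active = fluorescence ratio B-score at or below minus 3 SD of library scores, with starting-brightness B-score within 2 SD, cut at about -4.2 in these data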;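 note: channel flux triggered by added potassium and thallium sulfate stimulus; B-score of peak minus minimum fluorescence over baseline after thallium stimulus; more negative B-score means stronger Kir2.1 block with less thallium influx; some compounds called inactive have numbers as strong as hits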
# Target sequence (P35561 whole entry, looked up): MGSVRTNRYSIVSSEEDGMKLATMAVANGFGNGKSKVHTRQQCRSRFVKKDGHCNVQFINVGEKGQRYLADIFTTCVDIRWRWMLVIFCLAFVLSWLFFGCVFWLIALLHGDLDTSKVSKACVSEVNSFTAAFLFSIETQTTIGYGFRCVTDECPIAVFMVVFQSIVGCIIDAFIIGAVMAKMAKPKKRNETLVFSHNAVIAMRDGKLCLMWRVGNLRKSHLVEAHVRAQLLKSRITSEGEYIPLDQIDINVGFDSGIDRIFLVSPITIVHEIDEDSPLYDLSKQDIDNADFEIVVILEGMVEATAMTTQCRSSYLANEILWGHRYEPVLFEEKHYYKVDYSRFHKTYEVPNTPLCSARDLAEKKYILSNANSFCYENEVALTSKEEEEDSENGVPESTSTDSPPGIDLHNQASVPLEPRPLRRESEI
# KCNQ2 block: KCNQ2 channel blockers in CHO-K1 cells – cell-based, FluxOR thallium flux, B-score, primary screen (AID 2156); 20 min; stronger effect = lower value; O88943; 310,000 tested, 1.1% active; B-score at 10 µM;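 active = fluorescence ratio B-score at most minus 3 library SDs, with starting brightness B-score within 2 library SDs, cut at about -5.5 in these data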
# * hit, by the source's call; i = inactive.
Kir21 inh | KCNQ2 block | canonical_smiles
-0.78 | i | CCOC(=O)N1CCC(NC(=O)C2CCN(C(=O)c3cc4oc(C)cc4n3Cc3c(F)cccc3Cl)CC2)CC1
-0.04 | i | CCOC(=O)c1cc2c(C)n(-c3ccc(OCC)cc3)c(C)c2cc(C(=O)OCC)c1=O
1.4 | i | COc1ccc(NC(=O)/C(=C\c2ccc3c(c2)OCO3)NC(C)=O)cc1
-0.02 | i | CC1=Nc2ccccc2/C1=C\c1sc(Nc2ccc(C)cc2)nc1O
-0.11 | i | CC1=CC(=O)C=C(C)C1=NOS(=O)(=O)c1ccccc1
-0.15 | i | O=C(c1ccco1)N1CCN(c2ncnc3c2nnn3Cc2ccccc2Cl)CC1
0.07 | i | CC12CCC(C(=O)N(CSC(=S)N/N=C\c3ccccc3)C1=O)C2(C)C (stereo unspecified)
-0.23 | i | CCn1cc(Br)c(C(=O)Nc2ccccc2C(=O)OC)n1
-1.1 | i | C/C(=N\Nc1ccc2nncn2n1)c1ccc(Br)s1
-1 | i | COc1cccc(C2C(C(=O)c3cccs3)=C(O)C(=O)N2CCN2CCOCC2)c1OC (stereo unspecified)
1.6 | i | COc1ccc(C2=NOC(Cn3nc(C(=O)NCc4ccco4)cc3-c3ccccc3)C2)cc1 (stereo unspecified)
0.82 | i | CC(C)Oc1ccc(/C(O)=C2/C(=O)C(=O)N(Cc3cccnc3)C2c2ccco2)cc1 (stereo unspecified)
-0.79 | i | Cc1cccc(N2CC(C(=O)Nc3ccc(S(=O)(=O)N4CCOCC4)cc3)CC2=O)c1 (stereo unspecified)
0.03 | i | O=C(COc1ccc2c3c(c(=O)oc2c1)CCC3)NCc1ccncc1
0.81 | i | O=C(CC1CCCCC1)NCc1cn2ccsc2n1
0.2 | i | CCCN1CCN(C(=S)NCc2ccc(Cl)cc2)CC1
-1.4 | i | COc1cccc(OC)c1C(=O)Nc1nc(-c2ccccc2)cs1
-0.04 | i | c1ccc(OCCn2cnc3ccccc32)cc1
-2 | i | COc1ccc(C2C3=C(CCCC3=O)Nc3nc(C(F)(F)F)nn32)cc1OC (stereo unspecified)
-11* | -8.6* | CCCCCCCNC(=O)C1(CC2CC(c3cccc(Br)c3)=NO2)CCNCC1 (stereo unspecified)
-0.47 | i | O=C(/C=C/c1ccc2ccccc2n1)N1CCN(S(=O)(=O)c2ccccc2F)CC1
-0.44 | i | COC(=O)c1cc(C)sc1NC(=S)N1CCN(CCc2ccccc2)CC1
-0.08 | i | Cc1ccc(NC2CC(=O)N(Cc3ccccc3)C2=O)cc1 (stereo unspecified)
1.6 | i | Cc1ccc(N=Nc2ccc(O)c(P(=O)(c3ccccc3)c3ccccc3)c2)cc1
0.62 | i | CC1C(c2ccccc2)N(C)CCC12NC(=O)NC2=O (stereo unspecified)
0.09 | i | CC(C)N1CCC(N2CCN(Cc3cnc(-c4ccccc4)s3)CC2CCO)CC1 (stereo unspecified)
-0.32 | i | N/C(=N\OC(=O)c1cccs1)c1ccccc1
-0.67 | i | COc1cc(C(=O)OC(C)CN2CCCCC2)cc(OC)c1OC (stereo unspecified)
-1.1 | i | O=C(NCc1ccccc1)C(=O)Nc1nc(-c2ccccc2)cs1
-0.04 | i | COc1ccc(CC(C)N2CCN(c3ccccc3)CC2)cc1OC (stereo unspecified)
-1.4 | i | CC1CCCN(C(=O)COC(=O)CSc2ccc(C(N)=O)cc2[N+](=O)[O-])C1 (stereo unspecified)
0.27 | i | CCOc1ccc(-c2cccc(NC(=O)c3ccco3)c2)nn1
-0.63 | i | O=C(CSc1ccc([N+](=O)[O-])cc1)NCC1CCCCC1
1.1 | i | CC(C)(CN1CCc2ccccc2C1)NS(=O)(=O)c1ccc(Cl)cc1
1.6 | i | O=C(COC(=O)CCCOc1ccc(Cl)cc1Cl)Nc1cccc(Cl)c1
0.03 | i | C=CCSc1nc2sc3c(c2c(=O)[nH]1)CC(C)(CC)OC3 (stereo unspecified)
-0.96 | i | COc1ccc(NC(=O)CC2C(=O)N(c3cccc(OC)c3)C(=O)N2C(C)C)cc1 (stereo unspecified)
-1.8 | i | Cc1cccc2cc(CN(Cc3ccc(F)cc3)C(=O)N3CCOCC3)c(=O)[nH]c12
0.27 | i | Cc1cc(C)c(C)c(S(=O)(=O)NC(C)C(=O)O)c1C (stereo unspecified)
-0.57 | i | CN(C)CCOC(=O)/C(=C/c1cn(C)c2ccccc12)NC(=O)c1ccccc1
0.04 | i | COc1ccc(Cl)cc1C(=O)Nc1ccc(NC(C)=O)cc1
1.8 | i | ClC1(Cl)CC1CSc1nnc(-c2ccncc2)o1 (stereo unspecified)
-0.29 | i | Cc1ccc2c(c1)COc1c3ccc(C(=O)N4CCOCC4)cc3nn1-2
1 | i | COc1ccc(N(CC(=O)Nc2ccc(S(=O)(=O)N3CCCC3)cc2)S(C)(=O)=O)cc1OC
0.72 | i | Cc1cc(NC(=O)CCCn2nc([N+](=O)[O-])c(Cl)c2C)no1
-0.05 | i | CC(=O)N1CSCC1C(=O)NNS(=O)(=O)c1cccc(C(F)(F)F)c1 (stereo unspecified)
0.46 | i | O=C(Nc1cccc(F)c1)c1ccc(S(=O)(=O)NCC2CCCO2)cc1 (stereo unspecified)
-0.61 | i | COc1ccc(NC(=O)COC(=O)CCCc2c[nH]c3ccccc23)cc1OC
-5.2* | i | O=C1ON=C(c2ccccc2)/C1=C/c1ccc(O)c(O)c1
1.8 | i | COc1cccc(=O)c2c(C)n(-c3ccc(C(=O)O)cc3)c(C)c12
0 | i | COc1ccc(CCNS(=O)(=O)CCNC(=O)c2ccc3c(c2)OCO3)cc1OC
-0.01 | i | CCC(C)Nc1nc2c(c(=O)[nH]c(=O)n2C)n1CCC(C)C (stereo unspecified)
-8.2* | i | CCCCCCCOC(=O)C[N+](C)(C)CCOC1CC2CCC1(C)C2(C)C (stereo unspecified)
1.7 | i | O=[N+]([O-])c1ccc2c(c1)S(=O)c1ccccc1-2 (stereo unspecified)
-1.2 | i | C/C(=N\NC(=O)OC(C)(C)C)c1ccc[nH]1
-1.1 | i | C=CCC1(CC=C)CCCN1C(=O)c1cc(COc2ccc(F)c(F)c2)on1
2.4 | i | O=C(Cn1c(C(F)(F)F)nc2ccccc21)Nc1ccccc1C(=O)O
-0.32 | i | CC1CCCN(C(=O)COC(=O)CNC(=O)c2ccc(Br)cc2)C1 (stereo unspecified)
1.4 | i | Oc1c(C=Nc2cccc3nsnc23)ccc2ccccc12
-0.26 | i | CSc1ncc(F)c(N(CCO)CCO)n1

# Three compounds already listed, arranged by their value in Kir21 inh, low to high.
Kir21 inh | KCNQ2 block | canonical_smiles
-0.44 | i | COC(=O)c1cc(C)sc1NC(=S)N1CCN(CCc2ccccc2)CC1
0.2 | i | CCCN1CCN(C(=S)NCc2ccc(Cl)cc2)CC1
1 | i | COc1ccc(N(CC(=O)Nc2ccc(S(=O)(=O)N3CCCC3)cc2)S(C)(=O)=O)cc1OC

# Next part:
Kir21 inh | KCNQ2 block | canonical_smiles
2.6 | i | CC(=O)c1c(O)cc2n(c1=O)-c1ccc(Cl)cc1C2(C)C
1.3 | i | CCOc1cc(N2CCOCC2)c(OCC)cc1NC(=O)COC(=O)CCOc1ccc(C(C)(C)C)cc1
1.5 | i | O=C(N/N=C/c1cn(-c2ccccc2)nc1-c1ccc(F)cc1)c1ccc(Br)o1
0.64 | i | COc1ccc(NC(=O)CCCn2cnc3ccccc3c2=O)c(OC)c1
0.03 | i | CCc1cccc(CC)c1NC(=O)c1ccccc1
2.1 | i | CCCCOc1ccc(N=Nc2ccc(N)nc2N)cn1
0.1 | i | Cc1ncc(C[n+]2csc(C)c2C)c(N)n1
-1.1 | i | Cc1ccnc2nc(C(=O)OCC(=O)NC(=O)NCc3ccco3)nn12
-0.83 | i | CCS(=O)(=O)c1nc(S(=O)(=O)c2ccc(Cl)cc2)c(NCCCN2CCCC2=O)s1
-2 | i | NS(=O)(=O)Cc1noc2ccccc12
0.01 | i | O=C(NCCCN1CCCC1)Nc1cccc2ccccc12
-0.21 | i | COc1ccc(OC)c(-c2cc(C(=O)Nc3c(C)nn(Cc4ccccc4)c3C)no2)c1
-0.65 | i | COc1ccc(OC2CCN(S(=O)(=O)c3ccc(C(C)=O)cc3)CC2)cc1
0.02 | i | Cc1ccc(NC(=O)CN2CCOCC2)cc1Cl
-0.62 | i | Cc1ccc(N2CC(C(=O)N3CCc4ccccc43)CC2=O)cc1 (stereo unspecified)
1.8 | i | Cc1ccc2ncnc(NCCCCCC(=O)O)c2c1
-0.11 | i | CC(=O)Nc1ccc(S(=O)(=O)Nc2ccccc2C(=O)N2CCCCCC2)cc1
-0.64 | i | Cc1ccccc1C(=O)Nc1ccc(N2CCN(C(=O)c3ccco3)CC2)cc1
4.5 | i | COc1ccc(N2CCN(C(=O)C(=O)c3cn(CC(=O)N4CCOCC4)c4ccccc34)CC2)cc1
-0.34 | i | Cc1[nH]n(-c2ccccc2)c(=O)c1C1(C(F)(F)F)C(=O)N(c2ccccc2)C2=C1C(=O)CC(C)(C)C2 (stereo unspecified)
0.83 | i | O=C(CCCOc1ccccc1)N1CCN(C(=O)c2ccco2)CC1
-3.2 | i | O=S1(=O)CCC(N=Cc2cc(Br)ccc2O)C1 (stereo unspecified)
0.16 | i | COc1ccc(N2C(=O)C3CCCN3C2c2cc(OC)c(OC)c(OC)c2)cc1 (stereo unspecified)
1.3 | i | COc1ccccc1N1CCN(C(=O)/C=C/c2c(Cl)nc3ccccn23)CC1
0.85 | i | CCOc1ccccc1NC(=O)Cn1c(=O)sc2ccccc21
0.01 | i | Cc1csc(NC(=O)c2ccc(C)s2)n1
-0.69 | i | Cc1ccc(N=CNc2ccc(C)cc2C)c(C)c1
1.6 | i | Cc1ccc2nc(-c3ccc(NC(=O)COC(=O)c4ccc(=O)[nH]c4)cc3)sc2c1
0.98 | i | CCOc1cc2c(cc1/C=C/C(=O)O)OC(C)C2 (stereo unspecified)
-2 | i | NNc1nc2sc3c(c2c(=O)n1C1CCCCC1)CCN(Cc1ccccc1)C3

# Four entries from above, sorted by length of the SMILES, highest first.
Kir21 inh | KCNQ2 block | canonical_smiles
-0.11 | i | CC(=O)Nc1ccc(S(=O)(=O)Nc2ccccc2C(=O)N2CCCCCC2)cc1
0.85 | i | CCOc1ccccc1NC(=O)Cn1c(=O)sc2ccccc21
2.1 | i | CCCCOc1ccc(N=Nc2ccc(N)nc2N)cn1
0.01 | i | Cc1csc(NC(=O)c2ccc(C)s2)n1

# (cont.)
Kir21 inh | KCNQ2 block | canonical_smiles
-1.3 | i | COc1ccc(CCNC(=O)/C=C\c2ccccc2)cc1OC
0.13 | i | COc1cccc(N2C(=O)CN(Cc3cc(OC)c(OC)c(OC)c3)C2=S)c1
-2 | i | COc1cccc(OCC(=O)N(C)Cc2nc(-c3ccccc3)no2)c1
0.36 | i | O=C(CCSc1ccccc1)OCn1nnc2ccccc2c1=O
-1.5 | i | COc1cc(CN2CCCC(CO)(Cc3ccccc3)C2)ccc1O (stereo unspecified)
-0.6 | i | CC(OC(=O)c1ccc(Cl)nc1)C(=O)N1CCc2ccccc21 (stereo unspecified)
0.82 | i | CS(=O)(=O)N(CC(=O)N1CCC(C(N)=O)CC1)c1cc(C(F)(F)F)ccc1Cl
-0.06 | i | COc1ccc(CCNC(=O)CSc2nc3[nH]ncc3c(=O)n2-c2ccc(Br)cc2)cc1OC
1.4 | i | CC(=O)N1CCN(C(=O)C2(NC(=O)Nc3ccc(C)cc3)CCCCC2)CC1
0.93 | i | CCCC(=O)NC(C)c1nc2ccccc2n1CC (stereo unspecified)
-1.2 | i | O=C1c2ccccc2C(=O)N1CCc1ccccn1
0.58 | i | CCn1c(SCC(N)=O)nnc1-c1ccc(S(=O)(=O)N2CCN(C)CC2)cc1
-0.59 | i | COc1ccccc1N=Cc1c(C)[nH]n(-c2ccc(C)cc2C)c1=O
3 | i | CCOC(=O)C1(Cc2ccc(OC)cc2)CCN(C(=O)CCc2cnccn2)CC1
-0.98 | i | O=C(CCNC(=O)C1CCN(S(=O)(=O)c2ccc(F)cc2)CC1)NCc1ccc(F)cc1
-0.47 | i | CCOc1ccc(-c2nnc3ccc(SCC(=O)N4CCCCC4)nn23)cc1
0.63 | i | Cc1ccc(Oc2ncccc2NC(=O)CC(CC(=O)O)c2ccccc2)c2c1CCC2 (stereo unspecified)
-1.2 | i | O=C(OCc1cnc(Cl)s1)c1ccccc1Cl
-0.84 | i | COc1ccc(Cc2nnc(NC(=O)c3cccc(F)c3)s2)cc1OC
0.28 | -6.2* | Cc1c(Cl)cccc1NC(=O)CN1CCC(C(O)(c2ccccc2)c2ccccc2)CC1
1.5 | i | COc1ccc(C(O)C(CN2CCOCC2)c2ccccc2)cc1 (stereo unspecified)
-0.51 | i | CCC(CC)C(=O)Nc1cccc(S(=O)(=O)c2cccc(NC(=O)C(CC)CC)c2)c1
-2.1 | i | CC1=Nc2ccc(Br)cc2C(c2ccccc2)N1CC(=O)O (stereo unspecified)
1.4 | i | Cn1c(=O)c2c(nc(N3CCCCCC3)n2CC(=O)c2ccc(Br)cc2)n(C)c1=O
-2 | i | CC(C)=CC(=O)N1CCC(n2nccc2NC(=O)CCc2ccccc2)CC1
0.25 | i | Cc1cc(C(=O)N/N=C/c2cc(Br)cc([N+](=O)[O-])c2O)c2ccccc2n1
-1.9 | i | Nc1nonc1-n1nnc(C(=O)N/N=C/c2ccc(Cl)cc2Cl)c1CN1CCCC1

# Record cards, from the list above. Values in the order: Kir21 inh | KCNQ2 block
# Profile of `COc1cc(CN2CCCC(CO)(Cc3ccccc3)C2)ccc1O` (stereo unspecified) = -1.5 | i
# Profile of `CCCC(=O)NC(C)c1nc2ccccc2n1CC` (stereo unspecified) = 0.93 | i
# Profile of `COc1ccc(Cc2nnc(NC(=O)c3cccc(F)c3)s2)cc1OC` = -0.84 | i
# Profile of `Nc1nonc1-n1nnc(C(=O)N/N=C/c2ccc(Cl)cc2Cl)c1CN1CCCC1` = -1.9 | i
